Apaf1 inhib – inhibitors of human Apaf-1 apoptosome. O14727. AID 489030. inhibition, % at 20 µM. 0.71% of 330,000 active. reconstituted apoptosome caspase-3 activity, DEVD-Rh110 fluorescence; active = inhibition of at least 40% at 20 µM;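 also: plate controls were DMSO wells for no effect and DEVD-CHO caspase inhibitor wells for full effect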
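Medium: Hepes buffer, pH 7.5 / System: biochemical Apaf-1 apoptosome reconstitution / Measured by: Rh110 fluorescence, excitation 480 nm, emission 540 nm / Times: compound with Apaf-1, dATP, procaspase-3 30 min, then 50 min reaction, room temperature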
HKDC1 inh – blocks human hexokinase HKDC1 activity. Q2TB90. recombinant HKDC1, G6PDH/diaphorase resazurin coupled fluorescence. inhibition, % at 20 µM. 0.16% of 340,000 active;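 active = inhibition above about 35% when tested at 20 µM, limit read from the data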;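 also: plate controls were DMSO wells with enzyme for no effect and DMSO wells lacking enzyme for full effect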
Target sequence (Q2TB90 whole entry, looked up): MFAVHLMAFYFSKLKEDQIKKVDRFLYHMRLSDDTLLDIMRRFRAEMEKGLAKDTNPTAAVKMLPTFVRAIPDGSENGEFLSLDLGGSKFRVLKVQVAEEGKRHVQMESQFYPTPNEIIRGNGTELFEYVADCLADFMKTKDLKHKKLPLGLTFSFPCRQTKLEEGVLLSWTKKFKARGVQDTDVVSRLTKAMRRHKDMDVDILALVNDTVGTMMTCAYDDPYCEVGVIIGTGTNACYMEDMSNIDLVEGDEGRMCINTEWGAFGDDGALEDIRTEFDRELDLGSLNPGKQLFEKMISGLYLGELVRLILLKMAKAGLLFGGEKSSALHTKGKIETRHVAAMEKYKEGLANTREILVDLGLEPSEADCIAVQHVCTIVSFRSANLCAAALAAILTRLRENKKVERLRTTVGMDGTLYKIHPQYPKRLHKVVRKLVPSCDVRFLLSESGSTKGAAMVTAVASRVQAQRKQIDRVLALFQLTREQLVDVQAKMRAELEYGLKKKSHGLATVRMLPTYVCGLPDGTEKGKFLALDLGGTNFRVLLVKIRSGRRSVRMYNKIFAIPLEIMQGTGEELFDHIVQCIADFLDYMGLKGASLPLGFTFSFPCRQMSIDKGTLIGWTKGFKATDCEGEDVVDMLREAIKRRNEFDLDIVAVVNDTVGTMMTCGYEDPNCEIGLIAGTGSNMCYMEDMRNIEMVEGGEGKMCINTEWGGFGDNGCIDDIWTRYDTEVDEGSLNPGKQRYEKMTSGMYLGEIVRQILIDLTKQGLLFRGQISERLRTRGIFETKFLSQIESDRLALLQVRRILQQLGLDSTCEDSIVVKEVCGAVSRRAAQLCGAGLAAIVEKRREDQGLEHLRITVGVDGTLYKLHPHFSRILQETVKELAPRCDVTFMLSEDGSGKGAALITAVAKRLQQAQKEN
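Incubation: 90 min at room temperature in dark / Material: recombinant HKDC1 (HK5) hexokinase enzyme, produced in-house / Quantity: enzyme 5 µg/mL final / Compound: one dose of 20 µM, 1% DMSO / Reagent: glucose and ATP substrates / Buffer or medium: Tris pH 8.0 buffer with MgCl2, Tween-20, BSA, BME / Technique: resorufin fluorescence at 613 nm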
SENP1 inh – blocks the human SENP1 SUMO protease catalytic domain; 0.21% of 360,000 active; inhibition, % at 10 µM; recombinant SENP1 catalytic domain, CyPet-SUMO1-YPet FRET cleavage; Q9P0U3;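 active = inhibition at least 30% at 10 µM, raw YFP signal under a set limit, fluorescence ratio 0.5 to 1.5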;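 also: 0% = enzyme with DMSO and 100% = no enzyme wells; some results filed as inactive read as strong as hits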
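Material: hSENP1 catalytic domain, recombinant; medium: Tris pH 8 with BME, BSA, NP40 and catalase; compound: single concentration of 10 µM compound, 0.5% DMSO final; technique: FRET read of cyan and yellow fluorescence; timing: 50 min enzyme reaction, room temperature, light-protected; reagent: SFCypet-SUMO1-SFYpet substrate at 25 nM; control set: no-enzyme low, enzyme-DMSO high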
SENP6 inh – inhibitors of human SENP6 protease; Recombinant SENP6 catalytic domain, aminoluciferin luminescence; inhibition, % at 10 µM; 1.8% of 330,000 active;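 active = inhibition above about 50% at the single tested dose, limit read from the data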;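 also: plate controls were DMSO wells with enzyme for no effect and DMSO wells lacking enzyme for full effect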
SENP8 block-1 – blocks human SENP8 cleavage of Nedd8 substrate; recombinant SENP8, Nedd8 substrate fluorescence; inhibition, % at 20 µM; 0.64% of 360,000 active; AID 602440; in the data active = inhibition mostly above about 40%, no sharp cut-off; inactive = mostly below about 27%
SENP8 block-2 – blocks the human protease SENP8 | Q96LD8 | purified SENP8, Z-RLRGG-aminoluciferin cleavage, luminescence | inhibition, % at 10 µM | 1.2% of 330,000 active | AID 2540; in the data active = inhibition above about 50%
SENP7 block – SENP7 protease inhibition; Q9BQF6; recombinant SENP7, Z-RLRGG-aminoluciferin luminescence, 40 min; inhibition, % at 5 µM; 1.5% of 330,000 active; AID 434973;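 active = inhibition above about 50% at the single test dose, limit read from the data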;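 also: plate controls were DMSO with enzyme for no effect and no enzyme buffer wells for full effect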
PfG6PD inh – PfG6PD (Plasmodium falciparum) enzyme inhibition | PfGluPho enzyme, NADPH resazurin-diaphorase fluorescence | inhibition, % at 20 µM | 0.78% of 350,000 active | AID 504690;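 active = inhibition reaching at least a set limit at 20 µM in the primary screen, cut at about 59% in these data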;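 also: 0% = DMSO wells with substrate and 100% = DMSO wells lacking glucose-6-phosphate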
The depositor's hits bear a star; nt = no result given; & = joins results of further samples.

1	Cc1ccc2c(c1)cc1c(=O)n(CC(=O)NCCCc3ccccc3)nc(C)n12
2	O=C(COC(=O)CCc1ccccc1)NNC(=O)c1ccccc1
3	COc1ccc(-c2c(C)nc3c(-c4ccc(F)cc4)cnn3c2N)cc1
4	CC1=CC(=NOC(=O)/C=C/c2ccccc2)C=C(C)C1=O
5	CC(C)(C)N1CC(C(=O)O)CC1=O (configuration not stated)
6	Cc1c(N)cccc1N

screen / no.	1	2	3	4	5	6
SENP6 inh	-2	4	-15	-2	6	6
SENP1 inh	-1	4	1	1	1	4
SENP8 block-2	-10	7	-13	-2	-9	14
HKDC1 inh	-4	1	-2	10	-8	3
SENP8 block-1	-130	8	-265	36	4	20
PfG6PD inh	-12	-7	5	75*	-13	17
Apaf1 inhib	15	-2	7	-1	-14	2
SENP7 block	-11	8	4	-9	1	4

7	Cc1cccc(NC(=O)CSc2nnc(-c3ccccc3)n2N)c1
8	COc1ccc(C=O)cc1COc1ccccc1F
9	N=c1c(C(=O)NC2CCCCC2)cc2c(=O)n3ccccc3nc2n1Cc1ccc(F)cc1
10	CCOc1ccccc1NC(=O)NCc1ccc2c(c1)OCO2
11	Cc1ccc(/C=N\Nc2nc3ccc(Cl)cc3[nH]2)o1
12	Cc1cc(S(=O)(=O)N2CCCC(N3CCOCC3)C2)c(C)cc1Cl (configuration not stated)

screen / no.	7	8	9	10	11	12
SENP6 inh	-10	-19	-8	-6	30	12
SENP1 inh	3	-4	-25	-1	-11	0
SENP8 block-2	7	-9	-16	-1	-6	-6
HKDC1 inh	-1	2	-3	-5	-2	-5
SENP8 block-1	0	-1	-349	3	-168	16
PfG6PD inh	0	3	15	-6	48	15
Apaf1 inhib	-7	5	33	10	3	1
SENP7 block	5	-2	-14	-1	13	-3

13	Cc1cc(C)n(-c2ccc(NC(=O)C3CCN(Cc4ccc(C)o4)CC3)cc2)n1
14	COc1ccc(C(=O)NCC(c2ccccc2)N2CCCC2)cc1S(=O)(=O)N1CCOCC1 (configuration not stated)
15	COc1ccc(OC)c(NC(=O)c2cc(-c3cc(C)ccc3O)n[nH]2)c1
16	COc1ccc(NC(=O)CCNS(=O)(=O)c2cc(Br)ccc2Br)cc1S(N)(=O)=O
17	COc1cccc(C(=O)c2c[nH]c(C(=O)NCc3ccco3)c2)c1
18	CCOC(=O)C1=C(Nc2ccccc2)CC(C)(O)C(C(=O)OCC)C1c1ccc(Cl)cc1 (configuration not stated)

screen / no.	13	14	15	16	17	18
SENP6 inh	-13	-6	-23	-2	-8	nt
SENP1 inh	-1	-10	3	-1	2	-2&-2
SENP8 block-2	-4	-4	-12	-2	-3	nt
HKDC1 inh	-6	1	0	-2	-5	4&-3
SENP8 block-1	16	10	-3	10	20	-2&9
PfG6PD inh	2	-5	2	-16	1	13&30
Apaf1 inhib	7	-10	22	-8	3	nt
SENP7 block	9	10	4	-1	5	nt

19	O=C(CCCC(=O)n1cnc2ccccc21)n1cnc2ccccc21
20	CCCN(CCC)c1ncnc2nc[nH]c12
21	O=C(Oc1cccnc1)c1ccc(Cl)c(Cl)c1
22	COC(=O)C(CC(C)C)NC(=O)/C=C/c1ccccc1Cl (configuration not stated)
23	Cc1nn(C)c(=S)[nH]c1=S
24	CCOc1ccc(S(=O)(=O)N2CCCC(C(=O)NCc3ccncc3)C2)cc1 (configuration not stated)

screen / no.	19	20	21	22	23	24
SENP6 inh	-3	-12	8	2	nt	6
SENP1 inh	0	1	3	1	1	0
SENP8 block-2	0	-13	-10	-4	nt	5
HKDC1 inh	-12	-2	1	-4	1	-6
SENP8 block-1	25	-2	16	5	16	4
PfG6PD inh	-14	14	-2	-15	-13	-11
Apaf1 inhib	-10	13	0	5	nt	-1
SENP7 block	1	-6	-1	6	nt	6

25	C[C@H]1CN=C(N(C)C)N1CCc1cccc(F)c1
26	COc1cccc(C(C(=O)NC2CCCCC2)N(C(=O)c2cccs2)c2ccc3c(c2)OCO3)c1 (configuration not stated)
27	O=C(O)CC1S/C(=N/N=C/C=C/c2ccccc2)NC1=O (configuration not stated)
28	Nc1cc(-c2ccc(Br)cc2)nn1Cc1ccccc1
29	Cc1sc2ncnc(NS(=O)(=O)c3ccc(Cl)cc3)c2c1C
30	Cc1cc(-c2ccccc2)nn1-c1nc2c(c(=O)[nH]c(=O)n2C)n1C

screen / no.	25	26	27	28	29	30
SENP6 inh	1	-12	33&38	nt	-13	6
SENP1 inh	0	5	0&1	1	-16	0
SENP8 block-2	-1	-3	28&33	nt	-21	3
HKDC1 inh	-5	-10	-8&-6	7	-2	-5
SENP8 block-1	11	5	16&26	18	-52	-24
PfG6PD inh	-7	-7	-5&-11	19	-14	15
Apaf1 inhib	-5	1	9&2	nt	14	-1
SENP7 block	1	-2	35&33	nt	6	7

31	CN1CC[n+]2cnc3ccccc3c21
32	O=C(COc1cc(O)c2c(=O)c3ccccc3oc2c1)OCc1ccccc1
33	COc1cc2[nH]c(=S)n(CC3CCCO3)c(=O)c2cc1OC (configuration not stated)
34	Cc1cccc(NCc2ccccc2)c1
35	CNC(=S)Nc1cc(S(=O)(=O)Nc2cc(Cl)ccc2Cl)ccc1N1CCCC1
36	CCC(NC(=O)c1ccccc1NC(=O)C(C)(C)C)C(=O)N1CCCC1 (configuration not stated)

screen / no.	31	32	33	34	35	36
SENP6 inh	-16	9	4	5	-21	-18
SENP1 inh	0	-1	1	1	0	1
SENP8 block-2	2	4	0	-6	-2	-8
HKDC1 inh	-8	-5	-8	5	-5	-6
SENP8 block-1	-37	14	4	35	22	0
PfG6PD inh	9	-18	22	11	-18	16
Apaf1 inhib	4	-25	2	-16	5	4
SENP7 block	-7	-1	7	-3	3	-8

37	O=C(NCc1ccccc1)NC1(C(=O)N2CCN3CCCC3C2)CCCCC1 (configuration not stated)
38	Cc1nonc1NC(=O)c1oc2ccccc2c1C
39	OCCC1CN(Cc2cccn2-c2ncccn2)CCN1C1CCCC1 (configuration not stated)
40	CC1CN(S(=O)(=O)Cc2ccccc2)CC(C)O1 (configuration not stated)
41	NC1=C(Cl)C(=O)c2ccccc2C1=O
42	COc1ccc2oc(=O)cc(-c3cc4cccc(OC)c4o3)c2c1

screen / no.	37	38	39	40	41	42
SENP6 inh	2	3	-11	4	nt	-18
SENP1 inh	0	1	-11	0	-1	-6
SENP8 block-2	0	-5	-4	-4	nt	-2
HKDC1 inh	-11	2	-12	1	-16	-1
SENP8 block-1	22	4	-4	6	83*	-145
PfG6PD inh	-21	-3	-12	-13	-94	1
Apaf1 inhib	-3	-6	-23	0	nt	4
SENP7 block	9	-17	-2	9	nt	6

43	C[C@H](CO)N1C[C@H](C)[C@@H](CN(C)CC2CCCCC2)Oc2c(NS(=O)(=O)c3ccccc3)cccc2C1=O
44	COc1ccc(C(CNC(=O)COc2ccccc2C)N2CCCC2)cc1 (configuration not stated)
45	CCn1cc(C(=O)NC2CCCC2)c(=O)c2cc(S(=O)(=O)N3CCOCC3)ccc21
46	CCC(C)[C@H](NC(=O)N1CC(=O)Nc2ccccc21)C(=O)N1CCC[C@H]1C(=O)O (some centres not stated)
47	Cc1cc2oc(=O)cc(CN3CCCCC3C)c2cc1C (configuration not stated)
48	Cc1ccnc2nc(C(=O)N3CCN(c4ccc(F)cc4)CC3)nn12

screen / no.	43	44	45	46	47	48
SENP6 inh	-15	-12	nt	-8	13	-2
SENP1 inh	-1	-3	-1	2	-47	0
SENP8 block-2	-10	0	nt	-11	0	0
HKDC1 inh	-4	-4	1	-5	8	-7
SENP8 block-1	14	-26	7	10	-35	16
PfG6PD inh	-11	-1	-11	-6	-3	8
Apaf1 inhib	17	4	nt	-6	16	-1
SENP7 block	-9	-1	nt	1	-8	-3

49	CC(=O)Nc1ccc(NC(=O)c2ccc(Cl)c(S(=O)(=O)N3CCc4ccccc43)c2)cc1
50	CCCCS(=O)(=O)Nc1ccc2cn[nH]c2c1
51	CCOc1cccc2cc(C(=O)NCc3ccccc3)c(=N)oc12
52	CS(=O)(=O)N(C(=O)NC(=O)NC12CC3CC(CC(C3)C1)C2)C1CCCCC1
53	CCOC(=O)C1=C(CN2CCc3ccccc32)NC(=O)NC1c1cc(C)ccc1C (configuration not stated)
54	CC(NS(=O)(=O)c1ccc(OCC(=O)N2CCCC2)cc1)c1ccccc1 (configuration not stated)
55	CCCOc1ccc(C(O)C(CN2CCOCC2)c2ccccc2)cc1 (configuration not stated)
56	CN1CCN(Cc2cn(C)nc2-c2ccccc2F)CC1c1ccccc1 (configuration not stated)

screen / no.	49	50	51	52	53	54	55	56
SENP6 inh	nt	18	-7	2	nt	14	7	-1
SENP1 inh	-1	-3	6	-2	-9	1	-1	-5
SENP8 block-2	nt	1	-10	0	nt	-3	3	-2
HKDC1 inh	4	8	2	-3	-8	-5	-2	2
SENP8 block-1	14	-30	-12	1	7	1	11	11
PfG6PD inh	2	11	19	-4	-7	-15	3	-13
Apaf1 inhib	nt	10	19	-3	nt	6	2	10
SENP7 block	nt	-6	-1	3	nt	-1	3	-3

7 neighbouring compounds out of the list so far, for reference:
50	CCCCS(=O)(=O)Nc1ccc2cn[nH]c2c1
51	CCOc1cccc2cc(C(=O)NCc3ccccc3)c(=N)oc12
52	CS(=O)(=O)N(C(=O)NC(=O)NC12CC3CC(CC(C3)C1)C2)C1CCCCC1
53	CCOC(=O)C1=C(CN2CCc3ccccc32)NC(=O)NC1c1cc(C)ccc1C (configuration not stated)
54	CC(NS(=O)(=O)c1ccc(OCC(=O)N2CCCC2)cc1)c1ccccc1 (configuration not stated)
55	CCCOc1ccc(C(O)C(CN2CCOCC2)c2ccccc2)cc1 (configuration not stated)
56	CN1CCN(Cc2cn(C)nc2-c2ccccc2F)CC1c1ccccc1 (configuration not stated)

screen / no.	50	51	52	53	54	55	56
SENP6 inh	18	-7	2	nt	14	7	-1
SENP1 inh	-3	6	-2	-9	1	-1	-5
SENP8 block-2	1	-10	0	nt	-3	3	-2
HKDC1 inh	8	2	-3	-8	-5	-2	2
SENP8 block-1	-30	-12	1	7	1	11	11
PfG6PD inh	11	19	-4	-7	-15	3	-13
Apaf1 inhib	10	19	-3	nt	6	2	10
SENP7 block	-6	-1	3	nt	-1	3	-3
